# Bioassay records as filed in PubChem.
# sPLA2-III inh = Inhibits HGIII-sPLA2 liposome hydrolysis, primary screen. Q9NZ20. QFRET BODIPY PC-A2 liposome hydrolysis, fluorescence. inhibition, % at 12.2 µM. hit rate 0.56% among 370,000. AID 743126;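 active = inhibition above mean plus 3 SD of compounds lying within the high and low control bounds, cut at about 19% in these data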;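 note: 0% = median of test compound wells and 100% = no enzyme DMSO wells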
# DAX1 inh-1 = inhibitors of human orphan nuclear receptor DAX1 (NR0B1) | HEK293 Gal4-DAX1 luciferase reporter, luminescence | hit rate 0.99% among 340,000 | P51843 | inhibition, % at 6.75 µM | AID 504766;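 active = inhibition above the mean over all tested compounds plus 3 SD, cut at about 4.2% in these data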;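 note: 0% = DAX1-transfected cells with DMSO and 100% = empty-vector control cells with DMSO; inhibition shows as a rise in luminescence from relieved DAX1 repression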
# PLCb3 inh = blocks human PLC-beta3 enzyme activity. Q01970. Purified PLC-beta3, fluorogenic substrate, fluorescence. inhibition, % at 12.2 µM. hit rate 0.18% among 370,000; in the data active = inhibition above about 11%;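 note: 0% = median of compound wells on plate and 100% = full blocker control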
# Target sequence (Q01970 whole entry, looked up): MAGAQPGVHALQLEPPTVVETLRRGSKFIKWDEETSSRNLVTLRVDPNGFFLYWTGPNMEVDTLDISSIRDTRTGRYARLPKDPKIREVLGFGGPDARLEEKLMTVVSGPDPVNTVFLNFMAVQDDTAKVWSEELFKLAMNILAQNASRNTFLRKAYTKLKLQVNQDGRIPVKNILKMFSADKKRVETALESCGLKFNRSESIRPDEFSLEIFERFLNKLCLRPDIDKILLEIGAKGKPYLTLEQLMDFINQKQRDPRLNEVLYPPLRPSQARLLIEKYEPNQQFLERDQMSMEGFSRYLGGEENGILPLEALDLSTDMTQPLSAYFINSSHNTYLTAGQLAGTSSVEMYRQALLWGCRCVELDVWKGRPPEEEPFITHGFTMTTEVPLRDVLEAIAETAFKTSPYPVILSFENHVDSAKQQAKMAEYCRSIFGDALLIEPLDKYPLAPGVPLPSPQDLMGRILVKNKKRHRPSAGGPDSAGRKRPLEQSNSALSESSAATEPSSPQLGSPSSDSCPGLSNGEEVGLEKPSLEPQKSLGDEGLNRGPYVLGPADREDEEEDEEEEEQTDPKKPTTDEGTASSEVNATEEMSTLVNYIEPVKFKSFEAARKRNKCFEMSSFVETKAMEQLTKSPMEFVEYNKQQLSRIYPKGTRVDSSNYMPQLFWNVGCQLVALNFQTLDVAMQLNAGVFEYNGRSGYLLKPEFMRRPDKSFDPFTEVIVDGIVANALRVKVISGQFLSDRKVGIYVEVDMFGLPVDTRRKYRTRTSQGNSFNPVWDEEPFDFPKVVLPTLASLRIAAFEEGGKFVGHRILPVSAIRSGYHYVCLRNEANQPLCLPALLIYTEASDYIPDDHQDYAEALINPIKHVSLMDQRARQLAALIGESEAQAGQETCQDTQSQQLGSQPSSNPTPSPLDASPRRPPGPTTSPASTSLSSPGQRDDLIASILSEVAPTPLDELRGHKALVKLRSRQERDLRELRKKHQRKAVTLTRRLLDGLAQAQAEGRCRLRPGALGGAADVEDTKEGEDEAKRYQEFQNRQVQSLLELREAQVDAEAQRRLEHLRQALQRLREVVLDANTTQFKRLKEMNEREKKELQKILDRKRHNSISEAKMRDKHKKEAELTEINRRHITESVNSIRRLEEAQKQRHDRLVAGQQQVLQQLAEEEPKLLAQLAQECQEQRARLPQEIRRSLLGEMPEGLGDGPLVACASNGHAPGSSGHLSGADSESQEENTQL
# hgDAF-12 ag = agonists of H. glycines DAF-12 nuclear receptor | HEK293 GAL4-hgDAF12 UAS-luciferase reporter, agonist luminescence; normalized to butyrate control | hit rate 1.8% among 370,000 | activation, % at 6.8 µM | AID 687014;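 active = activation above a cutoff set at the mean of all screened compounds plus 3 SD, cut at about 10% in these data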;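 note: 0% = DMSO wells and 100% = sodium butyrate wells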
# ADAM10 inh = ADAM10 inhibition, QFRET primary screen; recombinant ADAM10, EDANS/DABCYL FRET peptide cleavage, 3 h; hit rate 0.62% among 370,000; O14672; inhibition, % at 7 µM;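 active = inhibition above a per-campaign cutoff equal to the mean of compounds falling between control-based bounds plus 3 SD, cut at about 20% in these data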;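 note: 0% = DMSO wells while the 100% control is not disclosed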
# DAX1 inh-2 = blocks DAX1 repression of SF-1 activated StAR promoter | inhibition, % at 6.8 µM | hit rate 1.1% among 370,000 | AID 652010 | HEK293T StAR-luciferase reporter, SF-1/DAX-1 repression relief;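 active = inhibition above the mean over all tested compounds plus 3 SD, cut at about 3.6% in these data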;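 note: 0% = DAX-1 cells with DMSO and 100% = cells lacking DAX-1 with DMSO; higher inhibition means more luminescence from relief of DAX-1 repression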
# PLCg1 inh = blocks human PLC-gamma1 enzyme activity. P19174. purified PLC-gamma1, fluorogenic substrate, fluorescence. inhibition, % at 12.2 µM. hit rate 0.84% among 370,000; in the data active = inhibition above about 9.5%
# FXN GAA850 act = increases GAA850 frataxin promoter reporter activity; activation, % at 6 µM; HEK293 lucGAA850 FXN promoter luciferase reporter, 24 h; percent of 10 µM SAHA response; hit rate 0.56% among 360,000;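 active = activation above the average of all compounds screened plus 3 SD, cutoff fixed separately per campaign, cut at about 7.5% in these data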;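 note: 0% = DMSO wells and 100% = 10 µM SAHA wells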
# ssDAF12 agonist = S. stercoralis DAF-12 activation, primary screen; HEK293 ssDAF-12/GRIP1 lit1-tk-luc reporter, luminescence; % of 3 µM dafachronic acid response; activation, % at 6.8 µM; hit rate 1% among 370,000;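 active = activation above the mean over all tested compounds plus 3 SD, cut at about 0.9% in these data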;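 note: 0% = DMSO-only wells and 100% = 3 µM delta7-dafachronic acid wells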
# hcDAF-12 act = activates DAF-12 receptor from parasite H. contortus. HEK293 hcDAF-12 lit1-tk-luc reporter, luminescence; 0% DMSO, 100% Δ7-dafachronic acid. activation, % at 6.8 µM. hit rate 1.4% among 370,000. AID 652067;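 active = activation above the mean of all tested compounds plus 3 SD, cut at about 5.5% in these data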;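 note: 100% = response to 3 µM Δ7-dafachronic acid high control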
# ADAM17 inh = inhibitors of human ADAM17; inhibition, % at 6.95 µM; recombinant ADAM17, EDANS/DABCYL FRET peptide cleavage; hit rate 0.83% among 370,000;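 active = inhibition above the mean of compounds lying between control limits plus 3 SD, set per campaign, cut at about 8.5% in these data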;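 note: 0% = DMSO-only wells as the low control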
# The depositor's hits bear a star; x = not tested or not shown. Hits appear at their usual frequency; overall some 6.9% were active at least once.
SMILES	sPLA2-III inh	DAX1 inh-1	PLCb3 inh	hgDAF-12 ag	ADAM10 inh	DAX1 inh-2	PLCg1 inh	FXN GAA850 act	ssDAF12 agonist	hcDAF-12 act	ADAM17 inh
COc1ccc(CN(C)[C@H]2C[C@H]3c4[nH]c5ccccc5c4CCN3C[C@H]2[C@H](C)O)cc1	-11	-0.8	-64	0.4	-54	-0.3	-54	-0.7	-1.1	1.3	-15
CC12CC3CC(C)(C1)CC(C(=O)N1CCCC1)(C3)C2	10	-0.6	-88	-0.5	-3	0.1	2	1.5	-1.1	-1.1	0
CN(C)C(CNc1ncccn1)c1ccccc1 (centres undefined)	-1	-0.9	-1	-0.8	5	0.1	-1	2.8	-0.5	-0.1	-1
Cc1cc(O)ccc1NC(=O)Cc1cccc2ccccc12	-2	1.1	-3	-1.8	4	0.3	0	0.4	-1.7	-2.9	0
COc1cc(C(=O)N2CCN(c3ccc([N+](=O)[O-])cc3)CC2)ccc1OCc1c(C)noc1C	3	-1.9	1	-0.5	-5	-1.0	2	-0.6	-1.2	1.2	-2
Cc1noc(NS(=O)(=O)c2ccc(NC(=O)c3oc4ccc(F)cc4c3C)cc2)c1C	-55	0.7	-12	2.5	0	2.1	-3	-0.2	-0.2	0.9	2
COc1ccc(Cl)cc1C(=O)NNC(=O)c1cccnc1	7	0.1	-2	2.5	5	0.1	3	-0.9	-1.2	-0.8	-6
Cc1ccc(C(=O)N2CCN(C)CC2)cc1S(=O)(=O)N1CCCCCC1	7	-0.2	-3	1.4	-6	0.4	2	0.7	-1.0	-0.8	0
Cc1cc(C(=O)N/N=C/c2ccccc2Br)no1	4	0.7	0	2.3	-4	0.4	5	1.7	-1.1	1.4	-1
CN(CC(=O)Nc1c(Cl)cccc1Cl)C(=O)CCC1CCCC1	0	-0.5	-4	2.5	6	-0.1	6	1.3	-1.2	-2.5	4
Fc1ccccc1CSCc1nc2ccccc2[nH]1	-1	2.1	-5	6.5	-4	1.8	0	2.3	0.2	2.3	-3
CC(C)c1ccc(C(=O)CSc2n[nH]c(-c3ccncc3)n2)cc1	-10	-0.1	-4	-2.3	-1	0.0	-7	2.5	-1.3	0.8	-2

# Sorted by the number under DAX1 inh-1 (lowest first): 3 of the compounds above
molecule	sPLA2-III inh	DAX1 inh-1	PLCb3 inh	ADAM10 inh	DAX1 inh-2	PLCg1 inh	ssDAF12 agonist	hcDAF-12 act	ADAM17 inh
COc1cc(C(=O)N2CCN(c3ccc([N+](=O)[O-])cc3)CC2)ccc1OCc1c(C)noc1C	3	-1.9	1	-5	-1.0	2	-1.2	1.2	-2
COc1ccc(CN(C)[C@H]2C[C@H]3c4[nH]c5ccccc5c4CCN3C[C@H]2[C@H](C)O)cc1	-11	-0.8	-64	-54	-0.3	-54	-1.1	1.3	-15
Cc1ccc(C(=O)N2CCN(C)CC2)cc1S(=O)(=O)N1CCCCCC1	7	-0.2	-3	-6	0.4	2	-1.0	-0.8	0

# The list goes on.
SMILES	sPLA2-III inh	DAX1 inh-1	PLCb3 inh	hgDAF-12 ag	ADAM10 inh	DAX1 inh-2	PLCg1 inh	FXN GAA850 act	ssDAF12 agonist	hcDAF-12 act	ADAM17 inh
COCCN1Cc2cccc(C(=O)Nc3ccc(S(=O)(=O)N4CCOCC4)cc3)c2C1=O	2	4.0	0	-1.6	-3	-0.5	-1	1.9	-1.2	1.8	1
Cc1cccc(OCC(=O)Nc2cc(C)c(C)cc2O)c1	-15	-0.9	0	3.3	-3	0.9	-1	2.1	-0.4	2.9	0
O=C(COC(=O)CNC(=O)c1cccc(OC(F)F)c1)NCc1ccc2c(c1)OCO2	5	1.0	-3	-0.6	-4	0.8	2	0.7	-1.4	-1.0	-2
Cc1ccc(SCc2c(C(=O)N/N=C/c3ccncc3)nnn2-c2nonc2N)cc1	-1	0.6	-7	0.1	2	0.2	-1	1.2	-1.1	-0.7	-1
CSc1nc(-c2ccccc2)nc(C(Cl)Cl)n1	-3	-2.1	2	-5.8	-4	-2.4	-1	-8.9	-1.2	-4.2	0
Cn1ccnc1SCC(=O)c1ccc(C#N)cc1	1	0.1	-14	2.2	-7	-0.5	-9	0.9	-0.5	-0.4	-3
CCn1nc(CC(=O)O)c2ccccc2c1=O	8	0.3	-5	0.9	0	0.8	-1	2.6	-1.4	0.0	0
Cc1cc2occ(CC(=O)NCc3cccs3)c2cc1C(C)C	-6	-1.1	-6	-6.8	15	-0.9	3	1.1	-1.8	-2.3	-2
CSc1sc2ccccc2[n+]1CCCS(=O)(=O)[O-]	-1	0.9	1	-0.8	1	0.6	3	1.8	-0.9	3.9	-4
O=C(O)c1cc(S(=O)(=O)NCC2COc3ccccc3O2)ccc1Cl (centres undefined)	-4	-0.2	-1	-0.5	-4	-1.5	-1	1.7	-1.7	-0.9	-1
O=C(N/C(=C\c1cccs1)C(=O)N1CCOCC1)c1ccco1	2	0.6	2	-2.0	-3	-0.1	1	-0.7	-1.3	-1.2	-1
C/C=C\C(=O)Nc1cccc(C2=NOC3(C2)C[C@@H](C(N)=O)N(C(=O)CC(c2ccccc2)c2ccccc2)C3)c1 (some centres undefined)	-32	-1.7	-2	0.8	0	-0.9	1	-0.2	-0.8	-1.8	0
CC1(C(=O)NCc2ccccc2)CSCC(=O)N1CCOc1ccccc1 (centres undefined)	-5	x	-2	3.0	-1	-0.2	0	x	-1.1	-2.2	-2
Cn1c2ccccc2c2c(C(=O)NCCCN3CCCC3=O)cn(C3CCCCC3)c(=O)c21	4	-1.4	-14	-3.2	-305	0.0	-9	2.0	-0.9	-0.2	-87
CCN(CC)c1nc(Nc2ccc([N+](=O)[O-])cc2)nc(N(CC)CC)n1	7	1.1	0	-0.8	5	0.2	9	2.7	-0.4	1.0	3
O=C(COc1ccc(Cl)cc1)Nc1nnc(S(=O)(=O)N2CCCCCC2)s1	-5	-1.1	2	-0.6	-3	-0.3	-3	0.2	-1.1	-0.4	0
COC(=O)c1ccccc1C(=O)N1CC(O)CO1 (centres undefined)	8	0.4	-4	0.4	-4	0.1	-4	0.7	-1.0	0.2	-1
CC1CC(C)CN(C(=O)C(C)N(C)CC(=O)Nc2ccccc2Cl)C1 (centres undefined)	3	0.1	-3	-3.0	6	0.2	4	-1.4	-1.9	-1.0	0
O=C(CCn1nc(-c2ccc(Cl)cc2)ccc1=O)N1CCOCC1	3	0.0	0	0.3	-19	-0.4	1	-1.5	-1.0	-0.6	-8
COc1ccc(N(C(C)=O)S(=O)(=O)c2cccc3cccnc23)cc1	6	-0.8	1	-0.1	-3	0.0	4	2.9	-1.4	-3.2	-1
CCOC(=O)C1CCN(C(=O)CCC2CCCC2)CC1	5	-0.6	-4	-0.5	2	0.1	0	2.3	-0.7	-0.5	-3
Cc1ccc2[nH]cc(C(=O)CN3CCN(C)CC3)c2c1	4	0.6	-4	-0.2	-1	0.8	-3	1.4	-0.9	1.7	3
C[C@H](CO)N1C[C@H](C)[C@@H](CN(C)C(=O)Nc2ccc(N3CCN(C)CC3)cc2)OCc2cnnn2CCCC1=O	-2	0.3	4	3.7	8	-0.8	1	-2.2	-0.1	-0.7	-1
COc1ccc(Nc2nc(N)nc(CSc3nncn3C)n2)cc1	3	3.3	1	5.6	-8	1.2	0	2.3	0.7	0.8	-2
Cc1ccc(C(=O)CSc2nc(C)cc(C)c2C(N)=O)cc1	-28	-0.1	1	-0.1	3	0.0	2	0.3	-1.1	0.0	1
c1ccc(CN2CCC3CC2c2cc(N4CCCCC4)ccc23)cc1 (centres undefined)	12	0.3	-4	2.7	-16	-0.4	6	-2.4	-1.0	-2.0	-4
COc1cc(Nc2ccccc2Cl)c([N+](=O)[O-])nc1[N+](=O)[O-]	0	0.3	3	-2.4	2	-0.1	0	3.3	-1.6	0.1	2
CCCC#Cc1cnc2c(c1)C(=O)N([C@H](C)CO)C[C@H](C)[C@@H](CN(C)C(=O)CCN1CCCCC1)O2	-7	0.5	0	-0.3	-6	0.8	4	-0.8	-1.2	-2.6	4
CN1CCN(S(=O)(=O)c2ccc3[nH]c(=O)oc3c2)CC1	4	-0.3	3	0.0	2	-0.2	-1	1.3	-1.3	-1.2	4
Cc1nc2c(sc(=S)n2Cc2ccco2)c(=O)n1CC(=O)Nc1ccccc1F	6	1.0	-1	1.4	0	-0.3	2	0.1	-1.0	-1.5	-2
CC(=O)c1cccc(CN2CCC(n3nccc3NC(=O)c3ccc4c(c3)OCO4)CC2)c1	-3	-0.1	-4	-0.2	-5	-0.3	2	0.3	-0.6	-0.6	-3
COc1ccc(S(=O)(=O)N2CCCCCC2)cc1C(=O)N1CCN(C(C)=O)CC1	14	0.5	-1	-0.8	-19	0.4	2	0.0	-1.0	-0.1	-4
Cn1c(CCCCCN)nc2ccccc21	5	-0.7	0	-0.4	-13	-0.7	1	3.3	-0.9	0.9	-1
COC(=O)[C@]12C[C@H](CC(=O)N3CCC(c4ccccc4)CC3)C(=O)N(CCC3=CCCCC3)C1=C[C@H](C(C)(C)C)O[C@@H]2C	-5	x	8	1.4	5	1.1	5	x	-0.8	-0.3	6
CCOC(=O)c1cc(NC(=O)Nc2ccc(OC)c(OC)c2)c(C)nc1C	3	0.7	-5	-1.3	-6	2.2	-2	-2.5	-1.9	-0.3	-2
COC(=O)c1ccccc1NC(=O)CCC(=O)N1CCSc2ccccc21	3	-0.7	4	5.2	0	0.3	3	1.8	-1.8	-0.2	1
O=C(CSc1ncc(-c2ccccc2)[nH]1)Nc1cccc(O)c1	-24	0.6	3	-1.3	7	-0.1	1	-0.8	-0.7	0.6	0
CCOc1ccc2oc(C(=O)OCC(=O)NC3CCCCC3)c(C)c2c1	14	-0.1	-45	-1.2	-91	0.3	-23	0.3	-1.6	-2.3	-11
C[C@@H]1CN([C@H](C)CO)C(=O)CCCn2nncc2CO[C@H]1CN(C)Cc1ccc(Oc2ccccc2)cc1	-12	3.4	3	-1.7	4	-1.4	3	-2.0	-1.2	-1.2	-2
O=C(NNS(=O)(=O)c1ccc(Br)cc1)C1CCCCC1	-8	0.5	4	-3.3	10	0.2	6	2.2	-0.7	0.0	4
CCOC(=O)c1ccc(S(=O)(=O)N2CCN(CC3CC=CCC3)CC2)cc1 (centres undefined)	-1	1.4	4	-0.5	0	-0.2	0	-0.3	-1.6	2.7	0
CC(C)(C)n1ncc2c(=O)n(CC(=O)c3ccc(Cl)cc3)cnc21	-20	2.3	7	12*	-8	2.3	4	0.7	-0.3	2.9	3
Cc1cccc(-c2ccc(O)cc2CN2CCN(c3ncc(Cc4ccccc4)cn3)CC2)c1	-6	x	-5	-0.7	-10	-0.1	-3	x	-0.6	-0.3	-4
CCCCNc1nc2ccccc2n1CC(=O)Nc1ccc2c(c1)OCCO2	0	x	-7	0.5	4	0.7	3	x	-1.8	-1.0	-1
